Screening results deposited in PubChem BioAssay by several laboratories.
GRK2 inh – human GRK2 inhibition via aptamer displacement | P25098 | bead flow cytometry, FAM-aptamer displacement from GRK2 | inhibition of aptamer binding, % at 10 µM | actives 0.59% (n = 330,000) | AID 488847;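 active means inhibition of aptamer binding above 40%, roughly 3 SD of noise, on plates passing a quality check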;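 further: median bead fluorescence of bound FAM aptamer so fluorescent compounds give negative values; no value below 0 was filed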
AGP1-GFP MLPCN – yeast TOR pathway AGP1-GFP modulation; S. cerevisiae AGP1-GFP multiplex flow cytometry, 3 h; GFP as percent of DMSO wells; GFP response vs DMSO, % at 10 µM; actives 0.02% (n = 320,000);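 active means GFP response relative to DMSO above a set limit, near screen average plus 3 SD, cut at about 150% in these data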;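 further: median GFP channel fluorescence of the gated AGP1 strain per well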
CIT2 TOR yeast – modulators of TOR pathway CIT2-GFP in S. cerevisiae | S. cerevisiae CIT2-GFP strain, flow cytometry, 3 h; 100 means same as DMSO wells | GFP response vs DMSO, % at 10 µM | actives 0.065% (n = 320,000) | AID 2029;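 active means GFP response relative to DMSO above a set limit, near the screen mean plus 3 SD, cut at about 150% in these data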;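 further: ratio of well median GFP fluorescence to mean of DMSO wells on the plate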
VLA-4 inh – inhibition in a human VLA-4 binding assay; P13612; VLA-4 expressing cells, ligand binding flow cytometry; inhibition, % (about 7 µM as worked out from the volumes in the protocol); actives 0.2% (n = 330,000); AID 2557; in the data active means inhibition above about 50%
BCLXL inh – blocks human Bcl-xL binding to Bim BH3 peptide; Q07817; GST-Bcl-xL / FITC-Bim BH3 peptide fluorescence polarization; inhibition, % at 10.9 µM; actives 0.7% (n = 320,000); AID 2129;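 active means inhibition above the mean of all tested compounds plus 3 SD, cutoff set per campaign, cut at about 30% in these data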;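 further: 0% = DMSO wells and 100% = unlabeled Bim-BH3 peptide competitor; inhibitors lower millipolarization by displacing the labeled peptide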
Target sequence (Q07817 whole entry, looked up): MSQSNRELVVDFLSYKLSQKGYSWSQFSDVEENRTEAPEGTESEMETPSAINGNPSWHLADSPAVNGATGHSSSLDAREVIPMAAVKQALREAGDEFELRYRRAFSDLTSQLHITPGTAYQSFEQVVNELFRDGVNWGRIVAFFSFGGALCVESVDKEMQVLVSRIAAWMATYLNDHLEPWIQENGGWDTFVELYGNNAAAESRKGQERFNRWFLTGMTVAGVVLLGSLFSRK
MCL1-BIM inh – disrupts human MCL1 binding to BIM-BH3 peptide; Q07820; GST-MCL1 / FITC-Bim-BH3 fluorescence polarization; inhibition, % at 10.9 µM; actives 0.68% (n = 320,000);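 active means inhibition above the mean inhibition of all tested compounds plus 3 SD, set per campaign, cut at about 40% in these data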;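 further: 0% = DMSO wells and 100% = unlabeled Bim-BH3 peptide control; higher means more loss of mP so more displacement of Bim peptide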
Target sequence (Q07820 whole entry, looked up): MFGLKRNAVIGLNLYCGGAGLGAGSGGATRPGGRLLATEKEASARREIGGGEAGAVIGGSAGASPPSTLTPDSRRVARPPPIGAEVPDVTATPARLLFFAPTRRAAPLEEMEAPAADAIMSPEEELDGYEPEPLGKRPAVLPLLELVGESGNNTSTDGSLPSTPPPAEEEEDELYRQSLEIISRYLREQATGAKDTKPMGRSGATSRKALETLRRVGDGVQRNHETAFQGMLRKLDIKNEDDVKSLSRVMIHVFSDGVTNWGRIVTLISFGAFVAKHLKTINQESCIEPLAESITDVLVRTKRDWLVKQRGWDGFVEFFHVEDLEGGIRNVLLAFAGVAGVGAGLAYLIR
Fam108B counter – counter-screen for RBBP9 inhibitors: inhibitors of mouse Fam108B; recombinant Fam108B, FP-Rh probe fluorescence polarization; inhibition, % at 9.51 µM; actives 0.33% (n = 300,000); AID 1947;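 active means inhibition above the screen mean inhibition plus 3 SD, computed separately per campaign, cut at about 18% in these data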;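 further: inhibitors lower polarization as less probe binds the enzyme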
MEX-5 binding – C. elegans MEX-5 TCR-2 RNA binding activity; Q9XUB2; MEX-5/FITC-TCR2 RNA binding, fluorescence polarization; hits give low values; activity score (negative = inhibition of binding), % at 10 µM; actives 0.38% (n = 300,000); AID 1832;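 active means inhibition past about -25% in most replicates, and total fluorescence under double the plate's negative control median, limit read from the data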;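 further: 0% = DMSO and -100% = 5 µM competing unlabeled TCR2 RNA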
Target sequence (Q9XUB2 whole entry, looked up): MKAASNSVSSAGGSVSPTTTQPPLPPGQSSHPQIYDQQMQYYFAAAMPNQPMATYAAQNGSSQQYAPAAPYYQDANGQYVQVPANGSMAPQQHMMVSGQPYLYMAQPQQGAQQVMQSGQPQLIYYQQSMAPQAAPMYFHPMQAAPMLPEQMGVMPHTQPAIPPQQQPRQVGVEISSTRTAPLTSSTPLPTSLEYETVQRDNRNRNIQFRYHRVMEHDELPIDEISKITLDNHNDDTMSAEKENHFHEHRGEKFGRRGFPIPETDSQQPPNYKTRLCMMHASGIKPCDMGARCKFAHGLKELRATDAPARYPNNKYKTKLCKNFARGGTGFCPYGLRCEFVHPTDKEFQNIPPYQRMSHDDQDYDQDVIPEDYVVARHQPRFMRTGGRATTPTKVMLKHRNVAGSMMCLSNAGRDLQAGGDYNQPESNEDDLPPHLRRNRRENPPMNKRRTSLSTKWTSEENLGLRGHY
GLD-1 RNA inh – GLD-1-TGE RNA interaction inhibition (C. elegans); purified GLD-1 + fluorescein TGE RNA, fluorescence polarization; inhibition, % at 5.96 µM; actives 0.44% (n = 320,000);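 active means percent inhibition above a per-plate cutoff, the plate mean of test compounds plus 3 SD, cut at about 30% in these data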;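 further: 0% = DMSO wells with GLD-1 and probe and 100% = wells lacking GLD-1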
Active calls of the source: *; i = inactive; . = no result given.

SMILES	GRK2 inh	AGP1-GFP MLPCN	CIT2 TOR yeast	VLA-4 inh	BCLXL inh	MCL1-BIM inh	Fam108B counter	MEX-5 binding	GLD-1 RNA inh
CCNS(=O)(=O)c1ccc(CCC(=O)N2CCOCC2)cc1	0	106	119	3	5	-2	-1	0.1	2
Cc1ccnc(NC(=O)CNC(=O)c2ccc3c(c2)OCO3)c1	0	79	80	0	-2	-7	-1	0.9	-3
Nc1ccccc1-c1nnc2n1CCCCC2	0	102	100	0	4	4	1	0.5	9
Cc1ccc2[nH]c(=O)c3cc(C(=O)NCC4CCCO4)sc3c2c1 (stereo unspecified)	2	112	110	1	2	2	1	0.8	4
CSc1nc2ccc(S(=O)(=O)N(C)C)cc2s1	5	96	95	8	-2	2	4	-1.2	-3
CCCCSCCCNC(=S)Nc1ccccc1C	1	106	98	6	7	9	-3	-1.5	3
CCN(CC)CCOC(=O)c1ccc(NC(=O)COc2cc(=O)n(CC)c3ccccc23)cc1	0	100	88	20	6	5	1	2.4	-2
CN(c1ccccc1)S(=O)(=O)c1cccc(C(=O)NCCc2ccc(O)c(O)c2)c1	1	115	127	6	22	26	-1	-9.1	4
COC(=O)C1=C(C)N(Cc2ccccc2)C(=NCC(C)C)N[C@H]1c1cccc(F)c1	2	104	103	10	.	.	.	.	-1
O=C(NC1CCCC1)C(c1ccccc1)N(C(=O)c1ccno1)c1cccnc1 (stereo unspecified)	0	97	96	6	3	5	-2	1.9	0
NC(=O)NC(=O)COC(=O)c1ccccc1OCc1ccc(F)cc1	4	100	100	7	1	2	-2	-0.8	5
COc1ccc(NC(=O)c2nc[nH]c2C(=O)N2CCN(C(=O)OC(C)(C)C)CC2)cc1	2	98	96	-11	0	5	3	5.2	6
Cc1cc2nc3c(nc2cc1C)C1(C(=O)O)CCC3(C)C1(C)C (stereo unspecified)	1	83	89	3	4	7	0	0.3	7
NC(=O)C1CCN(CC(=O)Nc2ccccc2Sc2ccc(Cl)cc2)CC1	5	100	100	5	4	-4	-1	4.2	1
Nc1nc(CN2CCOCC2)cs1	9	96	93	6	1	6	-5	0.8	-2
COc1ccc(O)c(/C=N/Nc2nc3ccccc3[nH]2)c1	0	104	111	-3	4	4	7	-0.6	3
CCOc1cccc(CNc2nnnn2C)c1	0	98	102	13	7	1	2	2.1	5
CCc1ccc(C2=NN(S(C)(=O)=O)C(c3cccs3)C2)cc1 (stereo unspecified)	0	128	230*	i	2	0	2	-3.4	-4
COc1ccccc1/C=C/C(=O)NC(=S)Nc1ccc(S(=O)(=O)N(C)c2ccccc2)cc1	0	101	100	15	-1	2	-20	1.1	3
COc1ccc(CNC(=O)[C@@H](NC(=O)C2CCN(S(=O)(=O)c3ccc(C)cc3)CC2)C(C)C)cc1OC	0	98	98	-1	-1	2	2	-4.3	-6
O=C(COC(=O)COc1ccc2c(c1)CCC2)Nc1ccccc1C(F)(F)F	0	93	85	4	.	.	.	.	4
CC(=O)c1cccc(NC(=O)c2cc(=O)[nH]c3ccc(S(=O)(=O)N4CCOCC4)cc23)c1	2	100	94	19	.	.	.	.	6
CCn1c(Oc2cccc(Br)c2)nc2c1c(=O)n(C)c(=O)n2C	0	88	105	8	1	-6	4	0.4	-6
CCC(C)(C)n1nnnc1CN1CCc2ccccc21	1	96	.	15	3	0	-1	-0.2	5
CCc1ccccc1NC(=O)C1CC(c2ccc(F)cc2)=NO1 (stereo unspecified)	1	89	88	-1	3	-4	-1	-1.8	2
CN(C)S(=O)(=O)c1cccc(NC(=S)Nc2ccc(Cl)cc2Cl)c1	2	98	89	27	2	6	-2	-2.7	10
Cc1cc(OCC(=O)N2CCN(c3ccccn3)CC2)cc(C)c1Br	0	96	96	-15	0	-7	-3	1.3	-2
O=C(CCC1CCCCC1)NC1CCCCC1	2	114	111	17	.	.	.	.	2
CCCC(C)c1nnc(NC(=O)C2CC(=O)N(c3ccc(OCC)cc3)C2)s1 (stereo unspecified)	2	90	95	-2	7	6	-3	0.7	-1
NC(=O)C1CCN(C(=O)N2c3ccccc3Sc3ccccc32)CC1	0	107	103	-15	3	15	4	1.1	13
CCOC(=O)c1c(NC(=O)CSc2nc3c(c(=O)n(C)c(=O)n3C)n2CC)sc(C)c1C	7	97	104	-1	0	0	2	-1.4	12
CCN1CNC(=S)N(c2cc(C)ccc2C)C1	0	103	.	-4	3	13	1	-1.3	-2
Cc1cccc(C)c1OCc1nnc(SCC(=O)Nc2ccccc2F)o1	0	100	93	22	5	9	1	-0.9	9
O=C(CN1C(=O)C(=O)N(Cc2ccco2)C1=O)NC1CCCCC1	8	99	102	-4	-1	-5	1	-1.7	-3
COCCCn1c(SCC(=O)N2CCCCC2C)nnc1-c1ccco1 (stereo unspecified)	3	97	95	6	0	3	1	5.7	0
NC(N)=N/N=C/c1cccc(Cl)c1Cl	0	95	87	27	1	1	0	0.0	-1
CCCOc1nc(SCCC)nc2c1cnn2-c1ccccc1	1	106	115	-3	-4	-2	-1	4.1	4
CCOc1ccccc1/C=C/C(=O)N1CCN(C(=O)c2ccco2)CC1	0	100	106	-10	.	.	.	.	-2
COc1ccc(C(=O)N/N=C/c2ccccn2)cc1OC	1	97	101	9	-13	-15	-6	2.1	-16
O=C(C1CCCCCC1)N1CC[C@@H](N2CCC(O)CC2)[C@H](O)C1	31	100	96	1	14	14	-1	-4.3	3
CCOC(=O)N1CCN(CCC(=O)c2ccc(Br)cc2)CC1	3	98	97	26	.	.	.	1.2	.
CC(C)c1nnc(NC(=O)C2CCCN2C(=O)Nc2ccc(F)cc2)s1 (stereo unspecified)	2	100	106	1	6	7	-1	-1.8	8
O=C(N1CCOCC1)C(F)(F)C(F)(F)C(F)(F)C(F)(F)C(=O)N1CCOCC1	4	111	102	6	6	9	1	-1.2	4
COc1ccc(N2C(=O)c3ccc(C(=O)Nc4ccccc4O)cc3C2=O)cc1	0	97	105	0	0	9	-5	2.3	12
COc1ccc(C)cc1S(=O)(=O)N(C)CC(=O)NCc1ccncc1	0	97	102	8	5	0	-1	1.5	-2
CCN(Cc1ccncc1)Cc1cn(C)nc1-c1ccc(Oc2ccccc2)cc1	0	97	77	1	7	2	-4	2.7	6
CC(=O)N1CCc2cc(S(=O)(=O)NCCC(=O)Nc3cc(C)cc(C)c3)ccc21	0	97	90	4	6	1	5	2.4	-5
COC(=O)N(C)CCCC1(C)C(=O)N(C)c2ccc(O)cc21 (stereo unspecified)	0	92	96	-1	-2	1	0	-0.9	6
O=S(=O)(c1cccc2cnccc12)N1CCNCC1	4	86	75	20	2	12	4	.	10
CC(=O)Nc1ccccc1C(=O)C(=O)Nc1cccc(C(=O)NCc2ccccc2)c1	0	107	104	15	5	7	1	-1.7	3
Cc1cc(S(=O)(=O)N2CCCOC2CNC(=O)C(=O)NCCCN2CCOCC2)ccc1F (stereo unspecified)	4	100	93	-7	-1	-1	-5	3.2	0
O=C(/C=C/c1ccccc1)NNC(=O)c1ccco1	0	100	90	8	8	11	4	-6.6	1
CCCCn1c(Nc2ccc(OC)cc2)nc2ccccc21	1	91	98	-1	6	6	-1	1.7	6
O=C(NCc1ccccc1Cl)C1(S(=O)(=O)c2ccc(Cl)cc2)CC1	1	99	96	-9	3	4	1	2.3	6
COc1cccc(C2=CC(c3cccc(OC)c3OC)n3nnnc3N2)c1 (stereo unspecified)	2	86	89	3	9	4	0	0.6	4
O=C(O)c1ccccc1S(=O)(=O)NCC(O)COC1CCCCC1 (stereo unspecified)	0	99	98	42	3	1	4	-0.5	2
Cc1ccccc1OCC(O)Cn1nnc2ccccc21 (stereo unspecified)	0	100	90	19	3	-5	1	.	2
Cc1cccc(OCC2CCCN(Cc3nc(C4CC4)no3)C2)c1 (stereo unspecified)	0	104	103	2	6	3	-2	-1.7	4
CCOC(=O)c1c(NC(=O)CN2C(=O)NC3(CCCCC3C)C2=O)sc(C)c1C (stereo unspecified)	2	101	99	19	3	4	-5	0.1	-7
Cn1c(=O)c2c(-c3ccc(C(C)(C)C)cc3)n(CC3CCCO3)cc2n(C)c1=O (stereo unspecified)	0	98	.	-8	9	10	7	0.2	9
Later entries.
SMILES	GRK2 inh	AGP1-GFP MLPCN	CIT2 TOR yeast	VLA-4 inh	BCLXL inh	MCL1-BIM inh	Fam108B counter	MEX-5 binding	GLD-1 RNA inh
COc1cc2c(cc1OC)CN(CC(=O)NC(=O)NCc1ccccc1)CC2	1	102	117	7	-6	-3	-3	-4.9	3
O=C(NNC(=S)Nc1ccccc1)Nc1ccccc1	2	96	96	19	-36	-24	-3	2.0	3
CCc1c(C)c(C#N)c2nc3ccccc3n2c1N(C)C	1	102	102	2	9	0	-3	.	3
Cc1ccc(CN2C(=O)N/C(=C/c3ccc4c(c3)n(C)c(=O)n4C)C2=O)cc1	2	94	97	-281	2	-25	1	-7.2	7
O=C(CN(C(=O)CCC(=O)Nc1ccccn1)C1CCCC1)NCc1ccc(F)cc1	1	94	95	2	4	12	2	0.1	6
CCCCCSc1nncc(=O)[nH]1	1	108	97	-1	2	1	-7	0.7	1
CCCOc1ccc(C(=O)NCCc2ccccc2)cc1	3	94	99	-2	3	5	-2	-5.7	-3
COc1ccc(C(=O)NC(C(=O)NCCc2ccc3c(c2)OCCO3)C(C)C)cc1 (stereo unspecified)	27	99	96	1	-15	-22	0	-7.1	8
Cc1c(NC(N)=O)c(=O)n(-c2ccccc2)n1C	0	100	99	-5	7	10	-3	-4.3	1
CC(C)C(=O)N(Cc1cc2ccccc2[nH]c1=O)C(C)C	0	103	104	12	3	4	2	0.7	-3
CCOC(=O)C1(Cc2ccccc2C(F)(F)F)CCN(CC2CC2)CC1	0	112	107	5	6	4	3	0.0	5
CC12COC3(C(=O)Nc4cccnc4)CC1CCC32C (stereo unspecified)	0	89	89	5	4	7	4	2.6	2

One compound at a time, from the list above:
CCc1ccccc1NC(=O)C1CC(c2ccc(F)cc2)=NO1 (stereo unspecified) is listed with GRK2 inh = 1; AGP1-GFP MLPCN = 89; CIT2 TOR yeast = 88; VLA-4 inh = -1; BCLXL inh = 3; MCL1-BIM inh = -4; Fam108B counter = -1; MEX-5 binding = -1.8; GLD-1 RNA inh = 2
Cn1c(=O)c2c(-c3ccc(C(C)(C)C)cc3)n(CC3CCCO3)cc2n(C)c1=O (stereo unspecified) is listed with GRK2 inh = 0; AGP1-GFP MLPCN = 98; CIT2 TOR yeast = .; VLA-4 inh = -8; BCLXL inh = 9; MCL1-BIM inh = 10; Fam108B counter = 7; MEX-5 binding = 0.2; GLD-1 RNA inh = 9

Additional results follow:
SMILES	GRK2 inh	AGP1-GFP MLPCN	CIT2 TOR yeast	VLA-4 inh	BCLXL inh	MCL1-BIM inh	Fam108B counter	MEX-5 binding	GLD-1 RNA inh
Cc1ccc2cccc(OCc3ccc(Br)cc3)c2n1	0	89	97	6	4	5	0	-1.2	1
Cn1c(=O)c2c(nc(SCCN3CCOCC3)n2Cc2ccccc2)n(C)c1=O	3	105	102	6	2	-2	-3	2.6	4
CC(C)(CNC(=O)c1cccs1)CNC(=O)c1cccs1	0	96	93	3	0	1	4	-1.9	1
O=C(O)C1CCN(S(=O)(=O)c2ccc(N3CCOCC3)c([N+](=O)[O-])c2)CC1	2	97	93	18	3	4	4	2.2	-2
O=C(COc1cccc2ccccc12)NCc1cccnc1	0	101	95	12	1	3	6	2.2	2
CC1CN(Cc2ccccc2)C(C)CC1O (stereo unspecified)	0	93	94	-3	3	5	6	1.8	8
CSc1ccc(CCNC(=O)CCc2nnc3ccc(N4CCC5(CC4)OCCO5)nn23)cc1	0	100	102	0	-5	-5	-3	-0.3	5
